Screening results (PubChem BioAssay)
KLK7 zymogen act – activators of human kallikrein-7 zymogen | P49862 | purified proKLK7, EDANS-DABCYL substrate fluorescence; 100% is mature enzyme control, 0% vehicle | activation, % at 7 µM | 0.9% of 370,000 active | AID 652039;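 active = activation above the mean of all tested compounds plus 3 SD, computed per campaign excluding outliers beyond control limits, cut at about 13% in these data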
ARFGAP1 inhibitor – rat ARFGAP1 inhibition | Arfgap1-stimulated ARF1 GTP hydrolysis, GDP FP detection | Q62848 | 0.26% of 360,000 active | inhibition, % at 16.5 µM;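 active = inhibition above a per-plate limit, mean inhibition of low control wells plus 3 SD, cut at about 25% in these data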;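 also: 0% = DMSO wells with enzyme and 100% = wells lacking Arfgap1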
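Material: rat Arfgap1 catalytic domain, aa 1-136; also added: human ARF1(Δ1-17)-GTP substrate; compound dosing: one concentration, 16.5 µM, DMSO 1.26%; incubation: GTP hydrolysis reaction 2 h at 25 °C; measured by: Tracer-displacement fluorescence polarization with EDTA stop, 620/688 nm; evaluation: % inhibition from polarization; repeats: one replicate per compound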
PLCb3 inh – inhibitors of human phospholipase C beta3; Q01970; Purified PLC-beta3, fluorogenic substrate, fluorescence; inhibition, % at 12.2 µM; 0.18% of 370,000 active; in the data active = inhibition above about 11%;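 also: 0% = median of compound wells on plate and 100% = full blocker control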
Tn7 DDE FP – disrupts Tn7 cyclic peptide binding to fibrin D-Dimer-E complex; inhibition, % at 8.3 µM; 0.13% of 370,000 active; FP displacement of FITC-Tn7 peptide from fibrin DD(E); 0% = median of compound wells per plate; P02675;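 active = inhibition above the mean of compounds falling within the control limits plus 3 SD of them, cut at about 14% in these data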;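 also: 0% = plate median of compound wells and 100% = 10 µM Aha-Tn7 peptide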
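Measure: % inhibition scaled between sample-field median and high-control FP; Test system: human fibrin DD(E); Quantity: 2 µM final DD(E) protein; Doses: one dose, 8.3 µM nominal; Schedule: compound with protein 10 min, then 3 h after probe, room temperature; Detection: fluorescence polarization; Medium: Tris buffer with calcium and detergent, pH 7.8.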
ADAM17 inh – ADAM17 inhibition, QFRET primary screen; P78536; recombinant ADAM17, EDANS/DABCYL FRET peptide cleavage; inhibition, % at 6.95 µM; 0.83% of 370,000 active;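 active = inhibition above the mean of compounds lying between control limits plus 3 SD, set per campaign, cut at about 8.5% in these data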;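 also: 0% = DMSO-only wells as the low control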
MBD2 inh – inhibitors of human MBD2 binding to methylated oligonucleotide; Q9UBB5; TR-FRET; inhibition, % at 4.4 µM; 0.31% of 370,000 active; AID 686964; in the data active = inhibition above about 13%
ASAP1 GAP inh – ASAP1 ArfGAP inhibition; Q9ULH1; ASAP1-stimulated ARF1 GTP hydrolysis, GDP FP detection; inhibition, % at 16.5 µM; 0.19% of 360,000 active; in the data active = inhibition above about 25%;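 also: 0% = vehicle with enzyme and substrate and 100% = no enzyme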
DDE Tn6 FP inh – DD(E)-Tn6 binding inhibition, primary FP screen. Fibrin DD(E) TRITC-Tn6 fluorescence polarization displacement. inhibition, % at 8.3 µM. 0.21% of 370,000 active. AID 720509;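 active = inhibition above a per-campaign cutoff: mean of compounds within control limits plus 3 SD, cut at about 15% in these data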;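 also: 0% = median of all compound wells on the plate and 100% = blocking peptide control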
PLC-gamma1 inh – inhibitors of human phospholipase C gamma1. P19174. AID 720700. 0.84% of 370,000 active. inhibition, % at 12.2 µM. purified PLC-gamma1, fluorogenic substrate, fluorescence; in the data active = inhibition above about 9.5%
Target sequence (P19174 whole entry, looked up): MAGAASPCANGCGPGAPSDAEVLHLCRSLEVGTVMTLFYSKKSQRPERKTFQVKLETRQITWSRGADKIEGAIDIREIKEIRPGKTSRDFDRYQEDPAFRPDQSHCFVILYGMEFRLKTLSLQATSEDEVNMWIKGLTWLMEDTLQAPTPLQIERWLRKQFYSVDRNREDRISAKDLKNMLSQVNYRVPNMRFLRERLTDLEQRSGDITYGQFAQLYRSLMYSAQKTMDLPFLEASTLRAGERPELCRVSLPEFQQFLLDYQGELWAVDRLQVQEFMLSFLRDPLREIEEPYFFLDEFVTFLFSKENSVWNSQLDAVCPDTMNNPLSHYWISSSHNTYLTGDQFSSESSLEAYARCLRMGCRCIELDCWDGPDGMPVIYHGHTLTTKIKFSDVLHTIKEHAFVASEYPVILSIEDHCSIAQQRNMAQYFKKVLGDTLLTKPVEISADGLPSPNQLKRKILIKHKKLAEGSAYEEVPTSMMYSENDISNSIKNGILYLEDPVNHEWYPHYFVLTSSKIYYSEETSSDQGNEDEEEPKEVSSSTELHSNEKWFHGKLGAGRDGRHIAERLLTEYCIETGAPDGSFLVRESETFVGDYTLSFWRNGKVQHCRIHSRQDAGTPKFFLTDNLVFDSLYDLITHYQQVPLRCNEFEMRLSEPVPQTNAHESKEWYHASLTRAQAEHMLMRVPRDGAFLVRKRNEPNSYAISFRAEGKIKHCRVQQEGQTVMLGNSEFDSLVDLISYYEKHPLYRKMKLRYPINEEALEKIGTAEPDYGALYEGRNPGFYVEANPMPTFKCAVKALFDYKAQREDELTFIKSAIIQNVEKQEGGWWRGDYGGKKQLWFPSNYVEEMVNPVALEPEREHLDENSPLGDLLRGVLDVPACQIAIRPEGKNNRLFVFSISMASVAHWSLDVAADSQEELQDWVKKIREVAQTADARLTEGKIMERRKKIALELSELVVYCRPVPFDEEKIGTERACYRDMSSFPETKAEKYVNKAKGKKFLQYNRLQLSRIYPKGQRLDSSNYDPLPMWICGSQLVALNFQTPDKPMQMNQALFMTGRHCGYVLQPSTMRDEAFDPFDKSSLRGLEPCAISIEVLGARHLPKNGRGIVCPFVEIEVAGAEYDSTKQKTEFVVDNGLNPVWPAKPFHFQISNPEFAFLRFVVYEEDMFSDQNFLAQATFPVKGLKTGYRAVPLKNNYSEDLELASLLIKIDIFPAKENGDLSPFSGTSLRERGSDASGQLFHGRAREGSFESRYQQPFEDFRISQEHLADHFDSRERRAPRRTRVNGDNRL
UHRF1 binding – blocks human UHRF1 binding to methylated DNA. Q96T88. UHRF1 binding to methylated oligo, TR-FRET. inhibition, % at 4.4 µM. 0.75% of 370,000 active; in the data active = inhibition above about 21%;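 also: UHRF1 SRA domain binding a hemimethylated CpG hairpin DNA probe; 0% = median of test compound wells and 100% = reference inhibitor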
Active calls of the source: *.

SMILES	KLK7 zymogen act	ARFGAP1 inhibitor	PLCb3 inh	Tn7 DDE FP	ADAM17 inh	MBD2 inh	ASAP1 GAP inh	DDE Tn6 FP inh	PLC-gamma1 inh	UHRF1 binding
Nc1c(C(=O)N/N=C/c2ccc([N+](=O)[O-])cc2)cnn1-c1ccccc1	-0.7	11	-1	5	4	-6	5	0	10*	5
CCOc1ccc(NC(=O)N(CCN(C)C)C(C)c2ccncc2)cc1 (stereo unspecified)	0.3	-6	-2	3	-4	3	7	1	-2	-1
COc1cnc(-c2ccccn2)nc1N(C)c1ccccc1	0.3	2	-12	2	-2	7	10	-5	-2	4
Cc1[nH]c2ccccc2c1-c1csc(NC(=O)CSCC(=O)O)n1	0.3	10	-6	4	-5	2	-4	7	-1	-1
C=CCN1C=C(C(=O)c2ccccc2)C(=O)CC1	-0.1	-1	2	-8	-1	-1	-1	1	0	-1
N#Cc1c(NC(=O)C2CCCO2)sc2c1CCCCCC2 (stereo unspecified)	0.1	4	1	-7	-1	3	-1	7	0	1
CC(C)(C)c1ccc(NC(=O)CCNC(=O)c2ccco2)cc1	0.7	1	-5	8	0	-3	-15	15*	-2	1
O=C(CN1CCN(c2ncccn2)CC1)Nc1ccccc1-n1cccc1	0.6	4	5	-3	0	-1	6	3	2	0
Cc1nn(CCC(=O)NCCc2ccccc2Cl)c(=O)c2nn(-c3ccccc3)c(C)c12	0.1	0	-7	-3	5	-1	-10	2	4	-1
CC1=C(C(=O)N2CCOCC2)C(c2ccc(Br)cc2)NC(=S)N1c1ccccc1 (stereo unspecified)	0.0	9	-3	10	-1	4	-2	8	0	1
CC(C)CC1=NN(C(=O)c2cccnc2)C(O)(C(F)(F)F)C1 (stereo unspecified)	0.1	-11	-1	1	-3	1	-6	2	-2	1
CCOc1ccc(-c2nn3c(-c4ccc(F)cc4)nnc3s2)cc1	-0.1	-3	10	-7	5	1	5	-2	7	1
CCC(C)Sc1nnc(Cc2cc(=O)[nH]c(=O)[nH]2)n1-c1ccc(OC)cc1 (stereo unspecified)	-0.5	-11	3	-5	-6	-1	1	6	-2	1
Cc1noc(C)c1C(=O)NC1=NCCS1	-0.1	-1	-4	0	0	-2	-5	-2	-302	-1
CCS(=O)(=O)N1Cc2ccccc2CC1C(=O)N1CCN(c2cccc(C)c2C)CC1 (stereo unspecified)	0.3	9	-1	9	0	3	6	-11	0	2
Cc1ccccc1-c1nc(CN2CCC(C(=O)O)CC2)c(C)o1	0.1	-1	0	-2	-2	-6	-2	2	3	1
C/C(=N\NS(=O)(=O)c1c(C)cc(C)cc1C)c1ccncc1	-0.6	-4	-12	-2	-5	-2	5	-3	-2	-1
CC(C)NC(=O)c1ccc(-c2ccc(F)c(F)c2)c2ccoc12	0.5	-3	0	-2	-3	0	5	2	-2	-1
Cc1nn(-c2ccccc2)nc1-c1nnc(-c2ccc(C(F)(F)F)cc2)o1	-0.5	5	-9	0	-6	5	-3	-2	1	2
O=C(O)c1ccc(N/N=C/c2c[nH]c3ccccc23)cc1	-1.8	-10	-58	-7	-7	-4	-2	-2	-38	-4
COc1ccc(N2CC(C(=O)Nc3nnc(SCC(=O)N4CCOCC4)s3)CC2=O)cc1 (stereo unspecified)	0.4	9	-8	7	-3	4	3	-8	0	0
O=C(Cn1cnnn1)NCCc1ccc(Cl)cc1Cl	-0.1	-4	-4	1	-5	-1	-13	-5	-2	-2
CCOc1ccccc1NC(=O)NCc1ccccn1	0.5	1	-2	3	-6	0	-4	19*	2	1
COc1ccc(/C=C(\NC(=O)c2ccco2)C(=O)NCCc2nc3ccccc3[nH]2)cc1	0.2	-1	-9	5	-3	0	-2	3	1	3
Cc1cccc(-n2[nH]c(C)c(C=Nc3ccc4[nH]c(=O)[nH]c4c3)c2=O)c1	0.4	19	-2	1	-1	-1	-4	8	-2	-3
SMILES	KLK7 zymogen act	ARFGAP1 inhibitor	PLCb3 inh	Tn7 DDE FP	ADAM17 inh	MBD2 inh	ASAP1 GAP inh	DDE Tn6 FP inh	PLC-gamma1 inh	UHRF1 binding
COc1ccc(-n2cc3c(-c4cccc(Br)c4)nnc(C)c3n2)cc1	-2.2	10	-28	-14	-4	-5	12	5	-29	0
COCCn1cnc2c1c(=O)n(CC(=O)c1ccc3c(c1)OCCO3)c(=O)n2Cc1ccccc1	-0.1	3	-6	-1	-4	-3	4	-4	-2	0
O=C(CCC(=O)Nc1ccccc1Cl)N/N=C/c1c[nH]c2ccccc12	-0.8	9	3	-1	0	3	10	2	1	-2
CC1CCCN(C(=O)CSc2nnc(-c3ccc(S(=O)(=O)N4CCOCC4)cc3)n2C)C1 (stereo unspecified)	-0.2	1	6	-3	-1	-2	17	3	0	-4
O=C1CC(c2ccccc2)CC(=O)N1c1ccccc1	1.0	-8	-4	8	-5	2	-18	-10	2	-1
CCc1ccc(N2C(=O)CN(Cc3ccc(OC)c(OC)c3)C2=S)cc1	0.1	-17	1	-1	1	-4	-11	-1	0	0
O=C(N/N=C/c1cc2c(cc1Br)OCO2)c1c[nH]c2ccccc12	15*	9	-11	-8	1	-3	11	-1	-12	6
Cc1ccsc1/C=N/NC(=O)Cc1cccn1C	0.5	-6	-4	-1	-3	-1	1	4	2	1
O=C(CCS(=O)(=O)c1ccccc1)N1CCN(c2cccc(C(F)(F)F)c2)CC1	0.3	13	-3	3	1	0	-1	1	1	0
COC(=O)c1ccc2nc(-c3ccco3)c(Cc3ccccc3OC)n2c1	-0.8	2	-45	4	-6	16*	-6	-9	-31	26*
Cc1ccc(C(=O)Nc2c3c(nn2C(C)(C)C)CS(=O)(=O)C3)cc1[N+](=O)[O-]	0.3	-4	1	-3	-5	-3	5	3	-3	1
Cn1c(=O)c2[nH]c(CCCCCc3nc4ccccc4[nH]3)nc2n(C)c1=O	-0.8	1	2	6	-4	5	0	-1	-3	0
CC(C)Cn1c(NCCO)nc2ccccc21	0.2	-5	2	-3	-1	-5	-6	-1	2	-1
CN1CCN(C(=O)c2ccc(N(Cc3ccc(Cl)cc3)S(C)(=O)=O)cc2)CC1	0.1	17	-1	2	-5	-7	-10	4	-4	-2
NS(=O)(=O)c1ccc(C(=O)O)cc1	0.0	12	2	8	-3	-1	-3	-4	4	-2
CC(C)(C)c1ccc(-c2noc(CCC(=O)N3CCOCC3)n2)cc1	0.8	-1	-6	6	-4	-3	-2	1	1	-1
C=CCN1CCOc2ccc(C)cc2S1(=O)=O	0.1	4	1	-1	-3	-2	10	-3	-1	4
CCN(CC)S(=O)(=O)c1ccc2c(c1)nc(CCC(=O)Nc1ccccc1Cc1ccccc1)n2CC	0.9	0	8	-6	7	-7	-7	-6	6	0
O=C(NCCCN=C1NS(=O)(=O)c2ccccc21)c1ccc(F)cc1	0.1	-1	-6	-1	-5	2	16	-3	4	2
Cc1ncc(CN2CCCC(C(=O)Nc3ccc(-c4ccco4)cc3)C2)n1C (stereo unspecified)	-0.1	1	-10	8	-1	-6	2	11	-3	-1
O=C(Nc1cccc(Cl)c1)c1ccc(OC(=S)N2CCOCC2)cc1	0.0	3	3	-9	-4	4	5	2	-1	0
CCC1=NN(C(=O)CCc2ccc3c(c2)OCO3)C(O)(C(F)(F)F)C1 (stereo unspecified)	-0.3	1	1	4	0	2	-4	-8	-2	-3
CC1(C)CC2(CCO1)OC(=O)CC2C(=O)Nc1ccc(Br)cc1 (stereo unspecified)	-0.7	8	-7	-5	-3	1	-3	-3	0	2
CCCCNCCOc1ccccc1-c1ccccc1	0.3	0	5	-2	0	1	4	5	5	3
Cc1cc(C)c2[nH]c(=O)c(C(c3nnnn3Cc3ccc4c(c3)OCO4)N3CCCC3)cc2c1 (stereo unspecified)	-0.1	6	-29	-1	-16	-4	-6	4	-26	-3
SMILES	KLK7 zymogen act	ARFGAP1 inhibitor	PLCb3 inh	Tn7 DDE FP	ADAM17 inh	MBD2 inh	ASAP1 GAP inh	DDE Tn6 FP inh	PLC-gamma1 inh	UHRF1 binding
CSc1nc2ccc(S(=O)(=O)N(C)C)cc2s1	0.1	2	0	1	-1	-6	-6	3	0	-1
Cc1ccc(C)c(CN2CCN(c3ncccn3)CC2)c1	0.1	-1	-6	-1	0	3	4	4	0	2
Cn1cc(Br)c(C(=O)NN2C(=O)C3C4C=CC(C5CC45)C3C2=O)n1 (stereo unspecified)	-0.5	4	-1	2	0	0	3	1	6	0
COc1ccc(NC(=O)Cn2cc(C(=O)C3CC3)c3ccccc32)cc1	-0.2	16	-5	1	-1	4	6	6	1	-1
N#Cc1cccc(NC(=O)Cn2cnc(S(=O)(=O)N3CCCCC3)c2)c1	0.4	-8	-6	-7	-3	-3	2	1	0	2
NC(=O)C(c1ccc(F)cc1)c1ccc(C(=O)c2ccccc2)cc1 (stereo unspecified)	0.6	3	-3	6	0	-3	8	-6	1	-2
COc1ccc2[nH]c(=O)c(C(c3nnnn3CC3CCCO3)N3CCc4ccccc4C3)cc2c1 (stereo unspecified)	20*	-2	-181	-6	-110	-6	-6	-6	-134	-2
c1ccc2c(c1)CCN(c1nc(CN3CCOCC3)nc3sc4c(c13)CCCC4)C2	2.6	-2	-35	-4	-11	0	-1	6	-24	4
COc1ccc(CCNC(=O)c2cnn3c(C(F)F)cc(C)nc23)cc1OC	0.0	0	-7	6	-4	1	-2	-7	0	1
Cc1cc(C)c2cc(CN(CCO)C(=O)Nc3ccc(F)cc3)c(=O)[nH]c2c1	0.3	-1	4	2	0	-5	-2	9	5	6
N#Cc1cc2cc(Cl)ccc2[nH]c1=O	-4.8	-1	-35	-7	-57	-6	0	2	-20	-1
C=C(C)C(=O)Nc1cccc(C2=NOC3(C2)C[C@@H](C(N)=O)N(C(=O)[C@H]2CCC(=O)N2)C3)c1 (stereo partly specified)	-0.1	-1	1	-4	0	11	5	2	3	16
O=C1NN(c2ccccc2)C(=O)/C1=C/c1ccc(Sc2ccc(Cl)cc2)o1	-0.3	-6	-6	-2	-3	1	12	1	1	5
CCCCC(=O)NC(c1ccco1)c1c(O)ccc2ccccc12 (stereo unspecified)	-2.9	-19	-8	5	-18	-4	2	6	-10	-4
CNC(=O)Nc1ccccc1C(=O)NCc1ccccc1	-0.7	1	-3	-2	-2	2	2	-2	-3	0
O=C1C(C=NCc2cccnc2)=C(O)c2ccccc21	-0.4	3	-30	2	-1	-8	9	9	-22	-1

Entries of single compounds from above. Order of values: KLK7 zymogen act	ARFGAP1 inhibitor	PLCb3 inh	Tn7 DDE FP	ADAM17 inh	MBD2 inh	ASAP1 GAP inh	DDE Tn6 FP inh	PLC-gamma1 inh	UHRF1 binding
COc1ccc(CCNC(=O)c2cnn3c(C(F)F)cc(C)nc23)cc1OC is listed as 0.0	0	-7	6	-4	1	-2	-7	0	1
O=C(Cn1cnnn1)NCCc1ccc(Cl)cc1Cl is listed as -0.1	-4	-4	1	-5	-1	-13	-5	-2	-2
O=C(NCCCN=C1NS(=O)(=O)c2ccccc21)c1ccc(F)cc1 is listed as 0.1	-1	-6	-1	-5	2	16	-3	4	2
CC1CCCN(C(=O)CSc2nnc(-c3ccc(S(=O)(=O)N4CCOCC4)cc3)n2C)C1 (stereo unspecified) is listed as -0.2	1	6	-3	-1	-2	17	3	0	-4
COc1ccc(N2CC(C(=O)Nc3nnc(SCC(=O)N4CCOCC4)s3)CC2=O)cc1 (stereo unspecified) is listed as 0.4	9	-8	7	-3	4	3	-8	0	0
